Screening data: PubChem, several laboratories
tolC growth inh: growth inhibitors of E. coli tolC mutant, primary screen, strain BW25113 ΔtolC::kan, 384-well. OD615. growth inhibition, % at 10 µM (by protocol). hit rate 2.2% among 65,000;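 active means growth inhibition at or above a cutoff equal to the mean over every tested compound plus 3 SD, cut at about 60% in these data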;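 further: growth measured after 20 h incubation at 37 °C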
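System: E. coli ΔtolC::kan strain BW25113; Buffer or medium: LB broth supplemented with 50 µg/mL kanamycin; Compound: 10 µM final, single dose; Incubation: bacterial growth with compound for 20 h at 37 °C; Signal: A615 absorbance measurement; Evaluation: growth inhibition in percent.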
S1P3 agonist: human S1P3 receptor agonists, primary screen, cell-based, primary and confirmation, NFAT-BLA reporter. Sphingosine 1-phosphate receptor 3 (Homo sapiens), Q99500. S1P3 NFAT-BLA reporter cells, agonism, FRET ratio; relative to 1 µM S1P, basal subtracted. activation, % at 4.5 µM. hit rate 0.1% among 60,000. AID 373, 2006;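 active means activation above the screen-wide mean plus 3 SD, cut at about 4.5% in these data, passing the limit was not always enough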; further: some compounds called inactive have numbers as strong as hits
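Benchmarks: high control 1 µM S1P / System: stable CHO line with human S1P3, Gα16, NFAT-BLA reporter / Dosing: single compound concentration, 4.5 µM final / Timing: 4 h compound at 37 °C, 2 h substrate at RT / Measured by: FRET β-lactamase substrate fluorescence, excitation 405 nm, 460/535 nm emission ratio, background-subtracted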
5-HT1A blocker: human 5-HT1a receptor antagonists, primary screen, cell-based, CHO, Ga15 NFAT-bla reporter; 5-hydroxytryptamine receptor 1A (Homo sapiens), P08908; AID 612, 2007; hit rate 0.68% among 62,000; CHO 5-HT1a Ga15 NFAT-bla reporter, antagonist mode; inhibition, % at 10 µM;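 active means inhibition above the mean of all tested compounds plus 3 SD, cut at about 43% in these data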;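 further: receptor stimulated by 5-CT agonist at 100 nM near EC80; beta-lactamase reporter measured by ratiometric fluorescence of a cleavable substrate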
RORa activator: activators of orphan receptor RORA, primary screen, cell-based, luminescence. hit rate 1.5% among 65,000. CHO-K1 Gal4-RORA LBD luciferase reporter; percent increase over mock-subtracted basal signal. activation, % at 10 µM. Nuclear receptor ROR-alpha (Homo sapiens), P35398;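 active means activation above the mean of all tested compounds plus 3 SD, cut at about 49% in these data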;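 further: 0% = DMSO-treated RORA cells and 100% = added signal equal to DMSO minus mock-transfected cells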
Target sequence (P35398 whole entry, looked up, the tested form may be a part): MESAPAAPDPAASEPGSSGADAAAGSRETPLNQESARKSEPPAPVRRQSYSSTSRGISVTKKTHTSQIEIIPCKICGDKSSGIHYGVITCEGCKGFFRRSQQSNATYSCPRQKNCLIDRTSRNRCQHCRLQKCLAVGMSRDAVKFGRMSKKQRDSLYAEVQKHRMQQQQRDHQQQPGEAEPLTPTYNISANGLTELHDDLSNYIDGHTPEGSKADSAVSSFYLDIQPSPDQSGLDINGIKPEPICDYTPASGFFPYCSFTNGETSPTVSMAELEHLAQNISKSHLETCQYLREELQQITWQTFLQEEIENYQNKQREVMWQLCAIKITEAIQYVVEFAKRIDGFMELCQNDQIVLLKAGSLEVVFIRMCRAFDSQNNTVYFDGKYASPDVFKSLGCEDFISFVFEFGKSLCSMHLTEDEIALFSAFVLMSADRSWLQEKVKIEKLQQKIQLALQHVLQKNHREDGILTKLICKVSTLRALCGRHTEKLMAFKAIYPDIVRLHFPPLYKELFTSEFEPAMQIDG
HTR1E antagonist: 5-HT1E receptor antagonists, primary screen, cell-based, HTS. CHO 5-HT1E Ga15 NFAT-bla reporter, FRET, antagonist. inhibition, % at 6 µM. hit rate 0.99% among 65,000. AID 571, 2007;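 active means inhibition above a set limit, the mean inhibition across every tested compound plus 3 SD, cut at about 29% in these data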;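 further: signal is the 460 over 535 nm emission ratio of beta-lactamase substrate; 0% = agonist plus DMSO wells and 100% = wells without agonist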
S1P1 ag-PAM: S1P1 agonists and agonism potentiators, primary screen, cell-based, primary and confirmation screens, CRE-bla reporter; AID 449, 2006; Sphingosine 1-phosphate receptor 1 (Homo sapiens), P21453; S1P1 CRE-bla cells, forskolin, beta-lactamase FRET, potentiator mode; S1P1 agonist co-added at EC20, 2 nM; 100% = saturating reference agonist, 0% = basal; activation, % at 9.5 µM; hit rate 0.57% among 56,000;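 active means activation above a cutoff set at the mean activation of all tested compounds plus 3 SD, cut at about 54% in these data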;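 further: forskolin at 4 µM as EC80 and the EC20 agonist is SEW2871; 100% = SEW2871 at its EC100 plus forskolin at EC80; some compounds past the cut are filed as inactive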
Target sequence (P21453 whole entry, looked up): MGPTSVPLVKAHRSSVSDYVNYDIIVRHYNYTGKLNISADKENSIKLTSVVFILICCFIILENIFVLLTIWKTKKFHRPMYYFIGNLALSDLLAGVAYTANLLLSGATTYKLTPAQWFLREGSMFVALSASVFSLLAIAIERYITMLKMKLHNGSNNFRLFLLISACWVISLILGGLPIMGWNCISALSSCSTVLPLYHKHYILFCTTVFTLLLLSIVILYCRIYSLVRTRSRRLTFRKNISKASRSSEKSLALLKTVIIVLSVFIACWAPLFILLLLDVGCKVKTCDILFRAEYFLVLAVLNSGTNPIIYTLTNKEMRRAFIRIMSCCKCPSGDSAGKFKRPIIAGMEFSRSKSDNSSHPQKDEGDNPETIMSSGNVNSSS
HTR1E agonist: 5-HT1E receptor agonists, primary screen, cell-based, HTS. activation, % at 6 µM. CHO 5-HT1E Ga15 NFAT-bla reporter, FRET; 0% DMSO wells, 100% control agonist wells. hit rate 0.69% among 65,000. 5-hydroxytryptamine receptor 1E (Homo sapiens), P28566;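 active means activation above a set limit, the screen-wide mean activation plus 3 SD, cut at about 8.5% in these data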;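 further: 100% = positive control agonist at 1 µM giving full maximal response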
AP ELISA ortho: alternative complement pathway inhibitors, primary screen, biochemical, ELISA, human serum, orthogonally pooled compounds; AID 1235, 2008; hit rate 0.08% among 62,000; LPS-coated ELISA, C3 deposition; tested in compound mixtures; inhibition, % at 5 µM;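 active means inhibition above 30% in each of the two pooled mixtures holding the compound, so the lower value exceeds 30%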;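 further: 0% = serum in Mg-EGTA without compound and 100% = EDTA serum blank; some compounds past the cut are filed as inactive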
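Test system – human serum alternative complement pathway, C3 deposition on LPS-coated wells · Buffer or medium – diluted human serum in Mg2+-EGTA GVB++ · Compound dosing – 5 µM each compound, pools of ten, 50 µM per pool · Schedule – 1 h serum-compound exposure at 37 °C · Measured by – Anti-C3 ELISA, OD 450 nm · Read-out basis – percent inhibition of C3 deposition onto LPS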
SF-1 act: activators of human SF-1, primary screen, cell-based, CHO-K1, Gal4-SF-1 LBD, luciferase luminescence; activation, % at 10 µM; AID 522, 2006; CHO-K1 Gal4-SF-1 LBD luciferase reporter; % increase over DMSO SF-1-specific signal; hit rate 1.9% among 65,000;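 active means activation above the mean activation of all tested compounds plus 3 SD, cut at about 50% in these data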
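Material: CHO-K1 cells with Gal4–hSF-1 LBD chimera plus Gal4-driven luciferase / Input: 4,000 CHO-K1 cells per well / Incubation: compound exposure 20 h at 37 °C / Signal: luminescence read 15 min after SteadyLite luciferase reagent, after room-temperature equilibration / Read-out: percent activation versus DMSO / Benchmarks: DMSO negative control and −SF1 background wells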
Starred values were filed as active, the others as inactive; nt = not tested or not shown. Some of the compounds tested; the hit share may differ from the screen's.

SMILES	tolC growth inh	S1P3 agonist	5-HT1A blocker	RORa activator	HTR1E antagonist	S1P1 ag-PAM	HTR1E agonist	AP ELISA ortho	SF-1 act
O=S(=O)(c1ccccc1)N1CN2CCN(C2)C1	-18	-0.5	-6	-11	5	4	0.1	-12	-5
Cc1ccc(S(=O)(=O)N2CCCC(C(=O)N3CCC4(CC3)OCCO4)C2)cc1 (stereo not given)	-3	0.5	-3	-8	6	8	-0.3	11	-6
O/N=C1\CCC2CN(C3CCCCC3)CC2C1 (stereo not given)	-11	-1.1	-7	11	-9	-18	-0.7	17	-1
CCOc1ccc(Br)c(C2(O)CC(C)N(C)CC2C)c1 (stereo not given)	-18	0.3	-6	23	3	-4	0.1	2	12
COc1cc(C2NCc3ccccc3-n3cccc32)ccc1O (stereo not given)	8	-0.4	4	-7	0	29	-0.3	-12	-4
Oc1ccc(CC2CC3CCN2CC3)cc1O (stereo not given)	-11	-0.3	-1	15	-6	-37	0.0	10	6
CC12CCCCC1=[N+]([O-])CN2O (stereo not given)	-9	-0.5	-2	7	-19	-8	-0.4	1	8
CNCCc1c(C)n[nH]c1C	-24	0.6	2	-16	-2	-24	-0.2	5	3
Cc1cc(N2C(=O)C3CCCN3C2c2sccc2C)no1 (stereo not given)	-26	1.1	0	-3	1	-1	0.3	-2	-8
O=c1cccc2n1CC1CC2CN(C(c2cccc(F)c2)c2sc3ncnn3c2O)C1 (stereo not given)	-3	-0.5	0	3	-3	-23	0.5	12	-2
CC(=O)c1cccc(NC2=NCC(C)S2)c1 (stereo not given)	0	-0.9	-1	44	11	-12	-1.1	1	23
Cc1sc2ncn(CC(=O)NCC(=O)N3CCC4(CC3)OCCO4)c(=O)c2c1C	-4	-0.2	-9	-19	-5	-33	0.2	nt	-9
CCOC(=O)C(O)(c1ccc(N)c(OC)c1)C(F)(F)F (stereo not given)	-5	-1.0	-4	-18	-11	-10	0.4	6	7
COC(=O)C(O)(c1ccc2c(c1)CCCN2)C(F)(F)F (stereo not given)	-7	-0.3	-1	-8	-12	2	-1.0	13	-7
Cc1nc2cc(C(F)(F)F)ccc2n1C1CCN(Cc2nnnn2Cc2ccc3c(c2)OCO3)CC1	14	-0.1	9	2	37*	16	0.3	13	7
CC(C(=O)N1CCC2(CC1)OCCO2)C1Sc2ccccc2NC1=O (stereo not given)	-9	-1.5	3	-11	6	-1	0.1	12	4
O=c1c2ccccc2nc(-c2ccccc2)n1-n1cccc1	-2	-1.6	-1	0	-4	-4	-0.3	1	-8
Cn1c(O)c(C(=NCCN2CCCCC2)c2ccccc2Cl)c(=O)n(C)c1=O	-12	-0.2	43*	-8	-11	-19	-0.9	-1	15
COc1ccccc1N1CCN(Cc2ccccc2Cl)CC1	-1	-0.7	20	-27	-1	-15	8.0	-11	6
Cc1c(N=Cc2c(O)n(CCc3ccc(F)cc3)c(=O)[nH]c2=O)c(=O)n(-c2ccccc2)n1C	0	-4.5	nt	-19	-10	10	0.1	nt	-5

Some of these compounds in order of number of heavy atoms, rising:
SMILES	tolC growth inh	S1P3 agonist	5-HT1A blocker	RORa activator	HTR1E antagonist	S1P1 ag-PAM	HTR1E agonist	AP ELISA ortho	SF-1 act
COc1ccccc1N1CCN(Cc2ccccc2Cl)CC1	-1	-0.7	20	-27	-1	-15	8.0	-11	6
CC(C(=O)N1CCC2(CC1)OCCO2)C1Sc2ccccc2NC1=O (stereo not given)	-9	-1.5	3	-11	6	-1	0.1	12	4
Cc1sc2ncn(CC(=O)NCC(=O)N3CCC4(CC3)OCCO4)c(=O)c2c1C	-4	-0.2	-9	-19	-5	-33	0.2	nt	-9

(listing goes on)
SMILES	tolC growth inh	S1P3 agonist	5-HT1A blocker	RORa activator	HTR1E antagonist	S1P1 ag-PAM	HTR1E agonist	AP ELISA ortho	SF-1 act
CC[C@@H](CO)NC(=O)[C@@H]1C=C2c3cccc4c3c(cn4C)C[C@H]2N(C)C1	10	-3.1	nt	7	-6	-19	95*	13	-2
Cc1ccc(C2(O)CC(C)N(C)CC2C)cc1 (stereo not given)	-20	-0.1	10	3	2	14	0.5	7	-6
O=C(CCCOc1ccc(Cl)cc1Cl)N1CCC2(CC1)OCCO2	9	0.3	1	-4	4	-3	-0.1	1	10
CCCC(=O)C1C(=O)NC(=O)NC1=O	-13	0.4	-8	-5	-3	-19	0.9	5	-11
Nc1c(C(=O)NC2CCCC2)c2nc3ccccc3nc2n1CC1CCCO1 (stereo not given)	15	8.2*	-10	-2	-8	-112	7.0	3	2
COc1ccc(Cl)cc1NC1=NCC(C)S1 (stereo not given)	7	-1.4	10	13	14	-2	-0.2	nt	-3
O=c1[nH]c(=O)n(Cc2ccccc2)c(O)c1C=NCCN1CCNCC1	10	-2.7	nt	-14	-6	7	-0.7	nt	-8
Oc1c(Cl)cc(Cl)cc1CN1CCN(Cc2ccccc2)CC1	44	-1.6	2	-8	-7	-11	0.7	30	-4
O=C(c1ccc2c(c1)ncn2C1CCCCC1)N1CCC2(CC1)OCCO2	-3	-0.9	7	25	9	-4	-1.1	7	33
Cc1ccc2nc(N3CCN(C)CC3)[nH]c2c1	-20	-0.2	-1	22	8	13	-0.1	-7	38
CCN1CCN(c2nc3c(c(=O)[nH]2)CCCC3)CC1	-29	-0.1	-6	-6	10	1	-0.3	-1	-23
Cc1cccc(NC2=NCCCS2)c1C	-17	-1.4	4	-19	7	-8	-0.6	4	8
CC(=O)c1c(O)n(C2CCCCCC2)c(=O)[nH]c1=O	20	-0.1	1	12	-5	0	0.3	11	5
COC(=O)CCCNC(=O)CN1CC(c2ccccc2)CC1=O (stereo not given)	-10	-0.6	1	-22	6	6	0.7	6	1
O=C(CCCCCn1c(=S)[nH]c2ccccc2c1=O)N1CCC2(CC1)OCCO2	23	-0.8	2	2	5	-5	-0.3	13	-10
COC(=O)C(O)(c1c[nH]c2ccccc12)C(F)(F)F (stereo not given)	10	-1.5	nt	3	0	-4	-0.5	nt	8
O=C(C1CC(c2ccc(Cl)c(Cl)c2)=NO1)N1CCC2(CC1)OCCO2 (stereo not given)	7	-0.2	-10	73*	-3	-10	0.4	6	30
O=P(O)(O)/C=C(\Cl)c1ccccc1	-23	-1.2	-4	-10	-3	-2	-1.2	13	-3
CCCCN1C(=O)NC(=O)C2(Cc3c(nc4c(C)cccn4c3=O)N3CCc4ccccc4C32)C1=O (stereo not given)	98*	-1.1	12	1	3	2	1.1	16	3
O=C(c1cc(-c2cccnc2)nc2ccccc12)N1CCC2(CC1)OCCO2	1	-0.9	-8	-2	4	-5	-0.2	0	2
O=C(CN1CC(c2ccccc2)CC1=O)Nc1ccc(F)cc1 (stereo not given)	9	-1.5	1	9	9	12	0.2	-3	-25
N#Cc1ccc(N2CCNCC2)c(F)c1	-13	-0.2	-10	-2	3	-15	1.6	14	4
CN1CCN(c2ncnc3ccc(Br)cc23)CC1	6	-2.0	33	-22	2	37	-0.4	13	-10
Cc1sc2c(c1C)C(c1cccs1)=NCC(=O)N2CC(=O)NCc1cccs1	22	-0.5	10	-15	-7	10	-1.7	8	7
COC(=O)c1c(C)[nH]c(C(=O)C(Cc2ccccc2)N(C)C)c1C (stereo not given)	-13	0.3	2	13	13	16	0.6	-9	30
COc1ccc(-n2c(O)c(C(C)=NCc3ccco3)c(=O)[nH]c2=O)cc1	-10	-0.5	-13	-21	-2	-31	-0.3	8	-1
c1ccc2[nH]c(CCNC3CCCCC3)nc2c1	20	0.1	4	8	-3	9	0.0	3	18
CN(C)C1=C(C#N)C(c2ccccc2)=NP(N(C)C)(N(C)C)=N1	-5	0.0	15	-6	-1	8	0.4	1	0
O=c1[nH]c(=O)n(Cc2ccccc2)c(O)c1C=Nc1ccc(CN2CCOCC2)cc1	-5	-1.8	-4	-6	-4	-14	-0.3	5	-6
Cc1nc2cc(-c3ccc(Cl)cc3)nn2c(C)c1CCC(=O)N1CCC2(CC1)OCCO2	1	-1.1	10	-44	-3	-3	-0.4	-9	-21
COc1cc(CC2C(=O)N(C)C(=O)N(C)C2=O)ccc1OCc1ccccc1	-6	0.3	-9	26	-8	-28	0.3	0	9
O=C(CN1CCOCC1)c1ccc2cc[nH]c2c1	-2	-0.9	0	37	-7	-24	0.7	3	9
CC1=C(C(=O)Nc2ccccc2)SCCO1	-2	-0.7	2	16	-7	-27	-0.7	10	9
Nc1c(C(=O)NCc2ccco2)c2nc3ccccc3nc2n1CCN1CCCCC1	6	11*	nt	-25	-23	-123	0.5	nt	-12
CCOC(=O)C1=C(N)Oc2c(c(=O)oc3ccccc23)C12C(=O)N(C)c1ccccc12 (stereo not given)	28	-0.2	-2	-11	5	0	0.7	8	-6
c1ccc2c(CN3CCN(C4CCCCC4)CC3)c[nH]c2c1	0	-0.5	16	0	-3	-5	7.4	-2	-12
O=C(CN1CC(c2ccccc2)CC1=O)NCc1ccc(F)cc1 (stereo not given)	-2	-0.9	-12	13	-10	-3	0.8	15	3
Cc1ccc(N2C(=O)CC(=O)NC2=O)cc1	-4	-0.4	8	-14	5	10	0.5	15	-6
O=C1C2CCCN2C(c2cccnc2)N1c1ccc(Cl)c(Cl)c1 (stereo not given)	2	-0.4	4	16	0	6	0.0	-15	12
O=C(Nc1cccc(OC(=O)N2CCCCC2)c1)N1CCCCC1	3	-0.8	-3	-20	0	0	0.6	4	-6
CCOC(=O)c1cccc([P+](=O)O)c1	3	-1.2	-12	-8	-12	0	0.9	-9	-18
